Epigenetic reg = epigenetic control regulation, reporter derepression | murine LDR cells, GFP reporter derepression, 30 h | Potency, µM (titrated, usually from 53.9 µM), inactives show at the top dose GFP activation, usual class: activators | hit rate 0.2% among 280,000; further: potency means the concentration at half of the fitted maximal effect; % of control where 0% means no effect; nearly all actives have a fitted effect of over 60% in size
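Reporter derepression read as number of fluorescent GFP-positive objects, 20-120 um in size, counted by laser-scanning cytometer. Mouse LDR line with an epigenetically silenced CMV-GFP locus; compound incubation 30 h, 37 C.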
KinaseGlo FLuc = Kinase-Glo luciferase inhibition (counter-screen). Q27757. Kinase-Glo luciferase, ATP luminescence, 8 min. Potency, µM (series often up to 38.3 µM), without a hit: at the highest dose activity change, negative = inhibition, usual class: inhibitors. hit rate 0.28% among 200,000; further: potency means the concentration at half of the fitted maximal effect; on the % scale 0 is the no-effect control and ±100 the full control effect; nearly all actives have a fitted effect of over 60% in size
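Inhibition of Kinase-Glo luciferase light generation was assessed at 10 uM ATP in pH 7.2 imidazole buffer, with luminescence measured after eight minutes at ambient temperature.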
CBFb-RUNX1 inh = inhibitors of human CBF-beta and RUNX1 interaction; AlphaScreen CBFb-His/RUNX1-biotin binding, biochemical; Potency, µM (titrated, usually from 59.8 µM), inactives show at the top dose activity, negative = inhibition, usual class: inhibitors; 230,000 tested, under 10 active; further: % of control where 0% means no effect
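Read-out: AlphaScreen. Format: His-CBF-beta with biotinylated RUNX1 (30 nM each) preincubated 20 min, compound 15 min, Ni-chelate plus streptavidin beads 90 min; room temperature throughout.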
NPSR antagonist = neuropeptide S receptor (human) antagonism, cAMP; CHO-NPSR cells, cAMP TR-FRET, antagonist mode; hit rate 1% among 220,000; Q6W5P4; Potency, µM (doses to about 38.3 µM), for inactives: at the top dose activity change, negative = inhibition, actives largely listed as inhibitors; further: potency means the concentration at half of the fitted maximal effect; on the % scale 0 is the no-effect control and ±100 the full control effect; nearly all actives have a fitted effect of over 50% in size; many of its hits are not listed in these tables
Target sequence (Q6W5P4 whole entry, looked up): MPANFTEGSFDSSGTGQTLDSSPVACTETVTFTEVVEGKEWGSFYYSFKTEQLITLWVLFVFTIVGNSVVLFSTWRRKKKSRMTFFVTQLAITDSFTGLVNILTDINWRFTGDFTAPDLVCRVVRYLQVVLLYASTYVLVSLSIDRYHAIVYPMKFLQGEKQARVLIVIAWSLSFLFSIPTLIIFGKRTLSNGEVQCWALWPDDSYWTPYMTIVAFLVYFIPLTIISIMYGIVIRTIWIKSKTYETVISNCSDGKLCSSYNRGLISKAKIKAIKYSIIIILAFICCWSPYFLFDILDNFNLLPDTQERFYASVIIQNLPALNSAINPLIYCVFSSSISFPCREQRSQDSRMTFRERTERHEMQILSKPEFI
aGal spleen mod = alpha-galactosidase A (human) modulation; P06280; Potency, µM (titrated, usually from 80 µM), for the others: at the top dose activity change, negative = inhibition, most hits filed as inhibitors; hit rate 0.008% among 240,000; human spleen homogenate, 4MU-alpha-Gal fluorescence, 40 min;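 further: potency means the concentration at half of the fitted maximal effect; 0% = enzyme with vehicle and -100% = no enzyme basal signal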
Target sequence (P06280 32-429 limits assumed): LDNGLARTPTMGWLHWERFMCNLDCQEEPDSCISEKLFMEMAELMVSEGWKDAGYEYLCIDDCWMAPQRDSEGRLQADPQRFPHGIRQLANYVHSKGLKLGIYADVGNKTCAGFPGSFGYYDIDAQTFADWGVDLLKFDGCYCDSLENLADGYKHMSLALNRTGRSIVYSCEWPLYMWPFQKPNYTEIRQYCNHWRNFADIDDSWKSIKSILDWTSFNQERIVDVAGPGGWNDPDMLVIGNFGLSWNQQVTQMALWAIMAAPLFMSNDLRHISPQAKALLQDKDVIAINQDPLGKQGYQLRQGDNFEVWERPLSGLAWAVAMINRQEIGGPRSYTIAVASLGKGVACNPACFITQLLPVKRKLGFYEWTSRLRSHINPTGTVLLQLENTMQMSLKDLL
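Inhibition or activation of alpha-galactosidase in human spleen homogenate is scored by 4-MU fluorescence after 40 min at 37C, pH 5.0, with 1 mM substrate. AC50s come from concentration-response fitted to the Hill equation.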
IMPase Li inh = membrane-permeable IMPase blocker, potentiated with lithium; CHO-M1 cells, IP1 TR-FRET (IP-One), carbachol + lithium; hit rate 0.35% among 210,000; Potency, µM (doses to about 59.4 µM), for inactives: top-dose activity, negative = IMPase inhibition, actives largely listed as inhibitors;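 further: IP1 builds up when IMPase is blocked and the TR-FRET signal falls; potency means the concentration at half of the fitted maximal effect; plate controls were basal vehicle for no effect and high inhibitor control for full effect; nearly all actives have a fitted effect of over 50% in size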
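Readout is a homogeneous TR-FRET IP1 immunoassay (Ex 320, Em 665 and 620), where raised cytosolic IP1 lowers signal. Cells were CHO-M1 treated 30 min at 37C with test compounds plus a little lithium; AC50 values came from Hill-equation fitting.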
LMNA splice mod = modulators of lamin A splicing; hit rate 0.01% among 200,000; Potency, µM (top dose mostly 46.1 µM), without a hit: at the top dose ratio change, negative = inhibition, most hits filed as inhibitors; HeLa LMNA splicing GFP/RFP minigene ratio, 48 h; active means well fitted inhibition curve with a large enough effect in the signal ratio, with a control signal flat, not every such curve was filed as active; inconclusive means small, poorly fitted or top-dose-only effect, or effect the other way, or a change in a side signal; the % refers to the signal ratio; further: potency means the concentration at half of the fitted maximal effect; on the % scale 0 is the no-effect control and ±100 the full control effect
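S3 HeLa stable clones carrying a lamin A-EGFP splicing minigene plus DsRed2 were seeded at 600 cells/well in Opti-MEM with 2% FBS, pin-dosed and incubated 48 h at 37°C. Acumen cytometry (488 nm) gave the GFP/RFP total-intensity ratio.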
Numbers without * were called inactive; ? = inconclusive; nt = not tested or not shown; & = joins results of further samples; [ ] = another dose, or the depositor's remark. Unless noted, the call rests on the fitted dose curve; in most records, active means well fitted curve in the direction sought with a large enough effect; inconclusive means small, poorly fitted or top-dose-only effect, or another doubt; inactive means no such curve, though single readings can be large; an effect the other way counts as inactive or inconclusive. An excerpt (hit frequency here may not be typical).

Values run as follows: NPSR antagonist	aGal spleen mod	CBFb-RUNX1 inh	KinaseGlo FLuc	IMPase Li inh	LMNA splice mod	Epigenetic reg
- COc1ccc(-c2nnnn2-c2ccccc2OC)cc1
→ 7.1%	-2.5%	3.2%	1.6%	28.5%	-24.4%	-1.0%
- CCN(CC)S(=O)(=O)c1ccc(N=NC2=C(O)CCCC2=O)cc1
→ -1.9%[46.1 µM]	7.9%	-6.7%	nt	nt	-6.5%	-0.9%
- Cc1cc(NC(=O)CSc2n[nH]c(CC(C)C)n2)no1
→ -0.1%[46.1 µM]	7.7%	1.6%	0.9%	11.9%[38.3 µM]	18.4%	-1.1%
- Cc1cnc(CNc2ccnc(-c3ccc(C(=O)N(C)C)cc3)n2)cn1
→ nt	-4.5%	nt	-6.4%	0.7%	5.9%	-0.9%
- Cc1ccc(OCCOCCOc2cccc3cccnc23)c(Br)c1
→ -11.0%	-6.9%	6.7%	-0.7%	-0.8%	?	5.2%
- O=C(c1cccc(S(=O)(=O)N2CCc3ccccc3C2)c1)N1CCN(c2ccc(O)cc2)CC1
→ -12.3%	-4.6%	-27.0%	-1.8%	2.1%	?	-1.9%
- O=[N+]([O-])c1cc(-c2nnc(C34CC5CC(CC(C5)C3)C4)o2)cc([N+](=O)[O-])c1
→ -21.7%[46.1 µM]	8.8%	1.4%	-4.0%	2.6%[38.3 µM]	21.4%	-0.4%
- CCn1c(CSc2nc(C)cc(C)n2)nnc1SCC(=O)Nc1ccccc1
→ -14.0%[46.1 µM]	2.8%	0.4%	-5.0%	2.9%[38.3 µM]	-8.4%	0.9%
- O=C(COC(=O)c1cccc(S(=O)(=O)N2CCN(c3ccccc3)CC2)c1)NCC1CCCO1 (stereo not given)
→ 8.0%	3.6%	5.7%	nt	nt	nt	-1.7%
- CCOC(=O)c1cc(NC(=O)c2ccc(Cl)cc2)c(=O)oc1-c1ccccc1
→ -9.8%[46.1 µM]	9.9%	-1.5%	-5.8%	-7.3%[38.3 µM]	-0.4%	-2.7%
- CC(C)NS(=O)(=O)c1ccc(OCC(=O)N2CCCC2)cc1
→ 12.2%	-8.6%	4.7%	0.7%	2.6%	-2.4%	-1.0%
- O=C(C1CCCN1S(=O)(=O)c1ccc(Cl)c(Cl)c1)N1CCOCC1 (stereo not given)
→ 2.3%[46.1 µM]	7.0%	1.8%	-1.9%	-6.3%[38.3 µM]	-1.9%	0.0%
- COCCN1C(=O)N[C@@H](c2cccc(C(F)(F)F)c2)[C@@H](C(=O)OC)[C@H]1C
→ nt	-2.9%[17.5 µM]	9.1%[13.1 µM]	-0.1%[7.66 µM]	9.7%	?	nt
- Cc1cc2cc(C)c3nnc(SCC(=O)N4CCCc5ccccc54)n3c2cc1C
→ 1.3%[46.1 µM]	-12.8%	9.8%	2.9%	33.2%[activator][38.3 µM]	-5.8%	-1.7%
- CC(C)CC(COCc1ccc(F)cc1)N1CCN(C(=O)c2cccc(C(F)(F)F)c2)CCC1=O (stereo not given)
→ -31.4%	-2.6%	12.3%	1.7%	2.9%	?	0.3%
- N#Cc1c2c(c(NCCOCCO)n3c1nc1ccccc13)CCCC2
→ -17.1%	16.0%	25.9%	-1.4%	13.5%	-8.8%[46 µM]	5.7%
- CC1=C(C(=O)Nc2ccccc2)C(c2ccco2)C(C#N)=C(SCc2ccccc2)N1 (stereo not given)
→ ?	2.7%	8.8%	1.1%	33.9%[activator][38.3 µM]	-24.5%	1.0%
- Cc1cccc(NC(=O)c2ccccn2)c1C
→ -0.8%[46.1 µM]	5.8%	6.1%	10.3%	-6.4%[38.3 µM]	-2.1%	-1.2%
- Cc1sc2ncn(CC(=O)NCc3ccco3)c(=O)c2c1-c1ccccc1
→ -8.5%	5.0%	-8.9%	1.9%	1.6%	5.9%[46 µM]	-0.6%
- Cc1cc(C(=O)OCC(=O)NC(C)C)c(C)o1
→ -2.6%[46.1 µM]	0.4%	0.7%	-0.2%	31.5%[activator][38.3 µM]	9.7%	-0.2%

Fetched by compound from above:
Values run as follows: NPSR antagonist	aGal spleen mod	CBFb-RUNX1 inh	KinaseGlo FLuc	IMPase Li inh	LMNA splice mod	Epigenetic reg
- CC1=C(C(=O)Nc2ccccc2)C(c2ccco2)C(C#N)=C(SCc2ccccc2)N1 (stereo not given)
→ ?	2.7%	8.8%	1.1%	33.9%[activator][38.3 µM]	-24.5%	1.0%
- Cc1cc(C(=O)OCC(=O)NC(C)C)c(C)o1
→ -2.6%[46.1 µM]	0.4%	0.7%	-0.2%	31.5%[activator][38.3 µM]	9.7%	-0.2%

(listing goes on)
Values run as follows: NPSR antagonist	aGal spleen mod	CBFb-RUNX1 inh	KinaseGlo FLuc	IMPase Li inh	LMNA splice mod	Epigenetic reg
- CCOC(=O)N1C=CC=C[C@@H]2[C@@H](N3C(=O)c4ccccc4C3=O)C(=O)N21
→ 11.5%	3.6%	-2.2%	0.3%	-0.8%	-4.4%	-0.9%
- CCOc1c(Br)cc(/C=C2\C(=O)N(CCC#N)N=C2C)cc1OC
→ -12.0%[46.1 µM]	-2.7%	-2.1%	2.1%	22.6%	-0.2%	-1.0%
- COc1ccc(C)cc1NC(=O)c1ccc2c(SCC(=O)O)c3c(nc2c1)CCCC3
→ 2.2%	-11.2%	-9.6%	nt	nt	nt	-2.3%&3.3%
- S=C1Nc2cc(Cl)ccc2Sc2ccccc21
→ 8.3%	-3.9%	-11.4%	0.5%	2.7%	-10.4%	-1.1%
- Cc1ccccc1NC(=O)C(=O)c1cn(C)c2ccccc12
→ 1.0%	-0.3%	-4.3%	1.3%	8.2%	-10.5%[46 µM]	-3.1%
- CCn1c(C)[n+](Cc2ccccc2)c2ccc(Cl)cc21
→ 9.7%	4.7%	3.9%	-0.8%	6.7%	nt	2.8%
- COc1ccc(N)c2c1C(=O)c1ccccc1C2=O
→ 12.6µM*	-5.4%	?	-17.3%	20.4%	-26.5%	-3.2%
- O=C(NCc1ccccn1)c1cc(-c2ccc(Cl)cc2)nc2ccccc12
→ 1.9%	-1.9%	5.7%	-1.7%	1.9%	?	-1.1%
- COc1cc([N+](=O)[O-])ccc1-c1ccc(/C=N/NC(N)=O)o1
→ -5.6%	0.3%	4.9%	nt	nt	nt	?
- CC(CO)NCC12CC3CC(CC(C3)C1)C2 (stereo not given)
→ 12.5%	-4.3%	3.3%	1.2%	4.4%	?	-7.1%
- Cc1ccc(-c2nc(CN(C)Cc3ccc4nccnc4c3)c(C)o2)s1
→ 16.4%	-0.1%	-4.9%	nt	0.2%	nt	-1.2%
- CC1CCCC(NC(=O)CSc2nnnn2C)C1C (stereo not given)
→ -2.1%[46.1 µM]	-0.1%	-2.8%	13.9%	-3.9%[38.3 µM]	10.0%	4.1%
- O=C1N(CN2CCN(c3cccc(Cl)c3)CC2)c2ccccc2C12OCCCO2
→ -0.6%[46.1 µM]	-19.2%	3.3%	2.2%	24.3%[38.3 µM]	5.4%	0.0%
- CCOC(=O)C1CCCN(C(=S)Nc2ccc(OC)cc2)C1 (stereo not given)
→ 13.8%	5.3%	6.2%	3.9%	8.6%	7.4%[9.22 µM]	0.2%
- CCc1ccc(OCC(=O)N/N=C/c2cc([N+](=O)[O-])ccc2N2CCCCCC2)cc1
→ -44.1%	-2.7%	-7.5%	1.2%	8.1%	?	-1.1%
- CC(=O)N1CC(c2ccccc2)C(c2ccc(Cl)cc2)=N1 (stereo not given)
→ 4.0%	-0.5%	2.0%	-0.8%	10.4%	-8.8%	-4.1%
- CCSc1nnc(NC(=O)NC(CC)(C(F)(F)F)C(F)(F)F)s1
→ ?	3.2%	13.6%	13.8%	24.1%[38.3 µM]	?	2.4%
- O=C(NN=C1CCCCCC1)NC1CCCCC1
→ 19.8%	-1.1%	0.2%	-5.6%	15.6%	8.4%	-0.9%
- CCOC(=O)c1cn(CC)c2cc(N3CCOCC3)c(F)cc2c1=O
→ 6.5%	8.6%	-8.8%	2.0%	2.6%	-10.6%	-2.0%
- Cc1cc2nc(-c3cccc(NC(=O)c4ccc(Br)o4)c3)oc2cc1C
→ -9.0%[46.1 µM]	-0.1%	-0.1%	14.4%	12.5%[38.3 µM]	-2.4%	2.1%

Next results:
Values run as follows: NPSR antagonist	aGal spleen mod	CBFb-RUNX1 inh	KinaseGlo FLuc	IMPase Li inh	LMNA splice mod	Epigenetic reg
- CC1=C(c2ccccc2)[N+](=O)C2(CCCC2)N1[O-]
→ 4.6%[46.1 µM]	-2.8%	-0.8%	11.7%	-7.8%[38.3 µM]	-2.8%	1.4%
- CC(=O)N1N=C(c2cccs2)CC1c1cc2cc(C)ccc2nc1Cl (stereo not given)
→ -48.6%	1.2%	0.1%	nt	nt	nt	0.0%
- COc1ccc(C2C(C#N)=C(/N=C/N3CCOCC3)OC3=C2C(=O)CC(C)(C)C3)cc1OC (stereo not given)
→ -22.6%[46.1 µM]	-2.5%	-2.0%	4.2%	-11.6%[38.3 µM]	3.7%	-1.4%
- Cc1ccccc1N/C=C/C(=C(C#N)C#N)N(C)C
→ -0.8%[46.1 µM]	-7.7%	2.3%	-2.4%	5.0%[38.3 µM]	5.8%	-1.9%
- CC(C)C(=O)Nc1ccc2c(c1)C(=O)N(CCC(=O)O)C2=O
→ -0.3%[46.1 µM]	5.1%	11.7%	-7.3%	-21.3%[38.3 µM]	7.8%	1.3%
- CCn1c(-c2ccncc2)n[nH]c1=S
→ 8.3%	3.0%	0.3%	0.7%	2.7%	nt	-1.8%
- Cc1ccc(C(=O)Nc2cc(=O)n(C)c(=O)n2C)cc1C
→ -0.8%[46.1 µM]	3.6%	-1.5%	-3.3%	15.3%[38.3 µM]	-0.3%	0.7%
- CS(=O)(=O)N1CCN(c2nc(-c3ccccc3)cs2)CC1
→ -6.4%[46.1 µM]	5.0%	-10.4%	-2.2%	20.8%[38.3 µM]	3.4%	-1.0%
- Cc1nn(-c2ccc(Cl)cc2)c2sc(C(=O)N3CCN(c4ccccn4)CC3)cc12
→ -2.8%[46.1 µM]	-5.6%	6.6%	-3.7%	19.0%[38.3 µM]	-18.4%	1.6%
- COc1ccc(O)c(C(=O)c2cc(C#N)c(=O)n(CCN3CCOCC3)c2)c1
→ -14.3%[46.1 µM]	-7.0%	-0.7%	-1.0%	-0.6%[38.3 µM]	1.5%	0.6%
- CCOC(=O)C1CCN(C(=O)Nc2ccc3snnc3c2)CC1
→ -16.5%[46.1 µM]	3.7%	0.0%	-2.3%	-6.7%[38.3 µM]	-0.7%	8.2%
- O=C1CC(c2ccccc2Cl)CC(O)=C1C=Nc1ccccc1 (stereo not given)
→ -15.0%	-1.7%	-1.1%	0.1%	15.7%	?	-1.3%

Screening data (PubChem BioAssay)
